From PubChem BioAssay
GPT2 inhibitor – inhibitors of human GPT2 alanine aminotransferase; Q8TD30; Recombinant GPT2, coupled pyruvate oxidase/HRP Amplex Red fluorescence; Potency, µM (titrated, usually from 57.7 µM), without a hit: at the top dose activity change, negative = inhibition, actives largely listed as inhibitors; 100,000 tested, 0.25% active; note: potency is the fitted concentration of half-maximal effect; nearly all actives have a fitted effect of over 60% in size; many of its hits are not listed in these tables
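Fluorescence read-out: pyruvate from GPT2 turnover coupled to pyruvate oxidase, HRP and Amplex Red (0.2mM ThPP, 0.2U/mL PO and HRP, 50uM Amplex final). Substrates 250uM a-KG, 2mM L-alanine; enzyme 10ng/uL; 30 min RT.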
IP6K1 inh – IP6K1 kinase inhibition | Q92551 | IP6K1 kinase, ADP-Glo luminescence, 2 h; stronger effect = lower value | activity change, % (series mostly up to about 58 µM) | 140,000 tested, 0.81% active | AID 1645851; in the data active = activity change below about -25%
Target sequence (Q92551 whole entry, looked up): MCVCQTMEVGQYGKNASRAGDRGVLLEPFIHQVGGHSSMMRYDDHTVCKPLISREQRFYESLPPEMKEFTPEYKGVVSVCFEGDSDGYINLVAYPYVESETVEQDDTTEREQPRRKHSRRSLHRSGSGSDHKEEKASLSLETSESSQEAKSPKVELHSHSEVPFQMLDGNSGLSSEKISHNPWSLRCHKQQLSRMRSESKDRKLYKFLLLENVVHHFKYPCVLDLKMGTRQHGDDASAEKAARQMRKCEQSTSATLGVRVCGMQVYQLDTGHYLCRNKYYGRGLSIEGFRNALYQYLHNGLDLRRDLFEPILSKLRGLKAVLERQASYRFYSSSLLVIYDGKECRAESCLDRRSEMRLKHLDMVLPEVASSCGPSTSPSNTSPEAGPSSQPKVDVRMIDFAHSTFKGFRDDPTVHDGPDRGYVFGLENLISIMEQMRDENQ
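ADP-Glo luminescence measures ADP made by human IP6K1 during a 2 h RT reaction with ATP/IP6 (mix at 1.3 mM/130 uM); top library doses 57.5 and 19.1 uM final.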
3T3 cytotox – NIH 3T3 cell cytotoxicity; NIH 3T3 viability, CellTiter-Glo ATP luminescence, 48-72 h; 94,000 tested, 4.3% active; AID 1345082; Potency, µM (titrated, usually from 96.7 µM), for the others: at the highest dose activity change, negative = cytotoxicity, most hits filed as inhibitors; note: potency is the fitted concentration of half-maximal effect; nearly all actives have a fitted effect of over 55% in size
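Mouse fibroblast NIH 3T3 cells, 400 per well, received compound via pintool and were incubated for 48 or 72 hr prior to CellTiter-Glo ATP luminescence measurement.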
HEK293 tox – HEK 293 cell cytotoxicity. Potency, µM (doses to about 115 µM), inactives show at the highest dose activity change, negative = cytotoxicity, actives largely listed as inhibitors. 94,000 tested, 6.6% active. HEK 293 viability, ATP luminescence (CellTiter-Glo), 48-72 h; note: potency is the fitted concentration of half-maximal effect; nearly all actives have a fitted effect of over 60% in size
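250 HEK 293 cells/well; compound by pintool; incubated 48 or 72 hr at 37 degree Celsius; CellTiter-Glo added, 10 min RT, luminescence imaged.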
Luciferase inh – blocks purified firefly luciferase enzyme activity. P08659. purified P. pyralis luciferase, luminescence, biochemical. 76,000 tested, 2.5% active. AID 1347043. Potency, µM (series often up to 115 µM), without a hit: at the top dose activity change, negative = inhibition, actives largely listed as inhibitors; note: potency is the fitted concentration of half-maximal effect; nearly all actives have a fitted effect of over 65% in size
Target sequence (P08659 whole entry, looked up): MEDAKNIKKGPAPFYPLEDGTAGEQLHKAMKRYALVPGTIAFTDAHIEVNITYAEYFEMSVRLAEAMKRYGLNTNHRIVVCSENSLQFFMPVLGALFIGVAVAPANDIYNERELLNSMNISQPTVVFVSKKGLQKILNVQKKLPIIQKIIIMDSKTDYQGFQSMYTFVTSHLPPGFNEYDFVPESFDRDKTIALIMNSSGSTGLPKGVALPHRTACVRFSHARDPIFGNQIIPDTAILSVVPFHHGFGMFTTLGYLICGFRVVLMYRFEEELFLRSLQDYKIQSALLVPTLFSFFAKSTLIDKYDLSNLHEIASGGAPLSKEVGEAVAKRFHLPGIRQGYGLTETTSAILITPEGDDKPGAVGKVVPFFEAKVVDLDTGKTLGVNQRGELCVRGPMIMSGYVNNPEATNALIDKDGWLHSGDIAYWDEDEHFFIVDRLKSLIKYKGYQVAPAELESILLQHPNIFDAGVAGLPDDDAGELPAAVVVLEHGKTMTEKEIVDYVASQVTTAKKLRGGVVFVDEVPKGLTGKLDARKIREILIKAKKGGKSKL
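Luminescence read by CCD imager after adding enzyme (10nM final) to wells holding compound, titrated in qHTS. Substrates 10uM each D-luciferin and ATP; buffer 50mM Tris acetate pH 7.5, 10mM Mg acetate, Tween-20, BSA.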
SNCA viab count – reduces viability of HEK-293 SNCA reporter cells; Potency, µM (highest dose often 57.1 µM), inactives show top-dose activity change, negative = cytotoxicity, actives largely listed as cytotoxic; AID 1671193; 150,000 tested, 0.12% active; HEK-293-SNCA-luc viability, GF-AFC fluorescence, 24 h;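 note: potency is the fitted concentration of half-maximal effect; 0% = DMSO-treated cells and -100% = medium-only wells without cells; nearly all actives have a fitted effect of over 30% in size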
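Cytotoxicity counterscreen: after 24 h compound treatment of genome-edited SNCA-luciferase HEK-293 cells, live-cell protease substrate GF-AFC read by fluorescence after 30 min; activity scaled between DMSO (0%) and medium-only (-100%), curves Hill-fitted.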
SNCA expr inhib – SNCA gene expression inhibition. HEK-293 SNCA-luciferase knock-in, luminescence, 24 h. Potency, µM (series often up to 57.2 µM), for the others: top-dose activity change, negative = inhibition, actives largely listed as inhibitors. 140,000 tested, 0.17% active;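 note: potency is the fitted concentration of half-maximal effect; plate controls were DMSO cells for no effect and cell-free wells for full effect; nearly all actives have a fitted effect of over 45% in size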
Numbers without * were called inactive; i = inactive; ? = inconclusive; · = not tested or not shown; & = joins results of further samples; [ ] = another dose, or the depositor's remark. Unless noted, calls come from the whole dose curve; as a rule, active = well fitted curve in the direction sought with a large enough effect; inconclusive = small, poorly fitted or top-dose-only effect, or another doubt; inactive = no such curve, though single readings can be large; an effect the other way counts as inactive or inconclusive. Unless noted, % is set by controls: 0 for no effect and ±100 for the full control effect. A portion of the library; rates above refer to the full screens.

SMILES	GPT2 inhibitor	IP6K1 inh	3T3 cytotox	HEK293 tox	Luciferase inh	SNCA viab count	SNCA expr inhib
Cc1ccc(C2=NC3(CCN(C(=O)CSc4ccccc4)CC3)ON2)cc1	1%	-7	-15%	-12%	?	16%	20%
N#Cc1c[nH]n2c(NC3CCCC3)c(-c3cccc(Cl)c3)nc12	·	25	·	·	·	-2%	18%
Cn1ncc2c(C(=O)NCCc3ccccc3)cc(-c3ccc(F)cc3)nc21	i	11	?	?	·	-6%	8%
CN1C(=O)c2cccn2CC1CNC(=O)Cc1c[nH]c2ccccc12 (stereo not drawn)	i	2	1%	2%	-10%	-1%	3%
CN1CCN(C(=O)c2ccc(CC3CCN(S(C)(=O)=O)CC3)cc2)CC1	?	-14	-12%	?	-6%	-4%	11%
COc1ccc(NC(=O)c2ccc3c(c2)N(C)C2CCCCCN2C3=O)c(OC)c1 (stereo not drawn)	i	-5	-29%	?	?	-1%[12.5 µM]	35%
Cc1cnn(CCC(=O)NC2CCc3nnc(C)n3CC2)c1 (stereo not drawn)	i	-8	-4%	-12%	-11%	17%	37%[activator]
COCC1CN(C)CC12CCN(S(=O)(=O)c1cc(F)cc(F)c1)CC2 (stereo not drawn)	?	9	-11%	-25%	-6%	8%	22%
Cc1ncc(CO)c2c1Oc1nc(-c3ccc(Cl)cc3)nc(SCC(=O)N3CCCCC3)c1C2	·	-6	·	·	·	-10%	41%[activator]
O=C(NC[C@H]1Cn2cc(-c3ccc4c(c3)OCCCO4)nc2CO1)c1ccc2c(c1)OCO2	1%	-3	-25%	?	10µM*	-5%	22%
N#Cc1ccc(CN2CCC3(CC2)COc2ccccc2C(=O)N3)cc1	-6%	16	3%	2%	5%	-2%	20%
O=C(NCCc1cccs1)c1cc2n(n1)CC(c1ccc(Cl)cc1)OC2 (stereo not drawn)	i	-4	?	?	-17%	-1%	-36%
O=C(c1ccccc1Cl)N1CCN(c2cc(-c3ccccc3)[nH]n2)CC1	?	6	?	20µM*	-2%	-4%	-15%
CCCN1C(CC(C)C)=NS(=O)(=O)c2cc(NC(=O)c3ccco3)ccc21	i	17	-24%	-43%	0%	11%	5%
Cc1cccc(NC(=O)CSc2ccc(-c3sc(-c4ccccc4)nc3C)nn2)c1C	·	3	·	·	·	0%	?
CCOC(=O)C1CCCN(C(=O)C2CCN(c3ccnc4ccnn34)CC2)C1 (stereo not drawn)	i	8	?	?	·	-8%[87.6 µM]	10%[87.6 µM]
CCCNC(=O)NCC1c2cc(OC)c(OC)cc2CCN1C(=O)NCC (stereo not drawn)	-2%	4	-10%	2%	-3%	1%	-6%
COc1cccc(-c2ccc(CN3CCCC(NC(=O)c4ccccn4)C3)cc2)c1 (stereo not drawn)	-12%	-3	?	25µM*	·	0%	-8%
COC(=O)C1=C(C)NC(C)=C(C(=O)O[C@@H]2CCCN(Cc3ccccc3)C2)[C@@H]1c1cccc([N+](=O)[O-])c1	?	2&-9	·	·	·	?	8%[25.6 µM]
NC(=O)[C@@H](Cc1c[nH]c2ccccc12)NC(=O)[C@@]1(O)C[C@@H](O)[C@H](O)[C@@H](NC(=O)c2ccc(F)c(Cl)c2)C1	-5%	9	1%	i	-4%	6%	9%

Two entries picked at random from those above:
SMILES	GPT2 inhibitor	IP6K1 inh	3T3 cytotox	HEK293 tox	Luciferase inh	SNCA viab count	SNCA expr inhib
O=C(c1ccccc1Cl)N1CCN(c2cc(-c3ccccc3)[nH]n2)CC1	?	6	?	20µM*	-2%	-4%	-15%
CCCNC(=O)NCC1c2cc(OC)c(OC)cc2CCN1C(=O)NCC (stereo not drawn)	-2%	4	-10%	2%	-3%	1%	-6%

(continued)
SMILES	GPT2 inhibitor	IP6K1 inh	3T3 cytotox	HEK293 tox	Luciferase inh	SNCA viab count	SNCA expr inhib
O=C(Nc1ccc(OCc2cc(=O)n3ccsc3n2)cc1)c1ccc(F)cc1	·	3	·	·	·	-14%	14%
COc1cc(S(=O)(=O)NCCc2c(C)[nH]c3ccccc23)c(C)cc1C	·	2	·	·	·	-19%	-14%
COc1ccccc1-c1cccc(C(=O)N2CCN([S+](=O)([O-])c3ccc(C)cc3)CC2)c1	-30%	16	?	?	·	7%[12.5 µM]	13%
CCN1c2cc(C(=O)Nc3cccc(SC)c3)ccc2C(=O)N2CCCCC21 (stereo not drawn)	i	-16	?	22µM*	-14%	-1%[12.5 µM]	-28%
O=C(Nc1ccc(F)cc1)c1ccc2c(c1)OCCN(C1CCC1)C2	4%[88.5 µM]	-4	?	?	45µM*	-16%[87.6 µM]	57%[activator][87.6 µM]
COc1ccc(Nc2ccnc(N3CCN(C(=O)c4ccccc4Cl)CC3)n2)cc1	-2%	8	?	40µM*	·	-12%	-18%
CNC(=O)N1CCC(C2CCN(Cc3ccncc3F)C2)CC1 (stereo not drawn)	4%	-4	-4%	-9%	-10%	-7%[12.5 µM]	2%
O=C([C@@H]1C[C@H](F)CN1S(=O)(=O)c1ccc(F)cc1)N1CCOCC1	-24%	7	-4%	-6%	-6%	12%	2%
O=C(NCCC1CCCCC1)C1CCCN1C(=O)c1cccc(-c2cccnc2)c1 (stereo not drawn)	·	-7	?	?	·	·	·
CC1CCCCN1C(=O)CSc1c2c(nc3cc(Cl)ccc13)CCCC2 (stereo not drawn)	·	7	·	·	·	-23%	-17%
CCCc1ccc(CN2CCC(c3nnc(Cn4ccnc4)n3C3CC3)CC2)o1	-21%	-8	2%	-3%	14%	8%	0%
O=S(=O)(c1ccccc1)c1nc(-c2ccc(F)cc2)oc1N1CCCCCC1	·	-12	·	·	·	-10%	-5%
CCc1ccccc1N1C(=O)N(Cc2ccccc2C)c2ccccc2S1(=O)=O	·	-1	·	·	·	-1%	-29%
CCC(Sc1nc(-c2ccc(F)cc2)nc2c1Cc1c(CO)cnc(C)c1O2)C(=O)Nc1ccc(F)cc1 (stereo not drawn)	·	16	·	·	·	-11%	21%
CC(C)c1nnc(C2CN(C(=O)c3cccc(Cl)c3)CC23CCOCC3)o1 (stereo not drawn)	i	0	i	-8%	5%	3%	16%
CSCC(=O)N[C@H]1CCN2C(=O)c3cc(-c4ccc(F)cc4F)ccc3NC(=O)[C@H]12	-24%[88.5 µM]	3	?	-24%[172 µM]	?	-11%[87.6 µM]	-9%[87.6 µM]
O=C(c1ccc(Cl)nc1)N1CCCN(c2ccc3nnc(-c4ccccc4)n3n2)CC1	·	11	-22%	-32%	·	·	·
Cc1cn2nc(C(=O)N3CCC(NC(=O)c4ccsc4)CC3)cc2c(=O)[nH]1	2%	6	2%	8%	-9%	10%	18%
CCCCS(=O)(=O)N[C@@H]1CN(C2CCOCC2)C[C@H]1CN(C)C	i	11	4%	i	0%	-4%	-29%
COc1ccc(-c2cc(N3CCCC(NC(=O)c4ccc5[nH]ccc5c4)C3)n[nH]2)cc1 (stereo not drawn)	?	2	?	?	4.5µM*	-22%	74%[activator]
O=C(NCCC1=CCCCC1)C1CCN(C(=O)N2CC3CC(C2)[C@H]2CCCC(=O)N2C3)CC1 (stereo partly drawn)	3%	16	-19%	-12%	-8%	1%	-2%
CN1CC(=O)N(C2CCCC2)Cc2c(NC3CCCC3)ncnc21	?	1	?	-2%[172 µM]	·	-5%[87.6 µM]	27%[87.6 µM]
O=C(NCc1cccnc1)C1CCN(c2nc(-c3ccccc3)nc3c2CCC3)CC1	i	3	?	?	5%	-26%	-37%
Cc1noc(-c2ccc(OC(F)(F)F)cc2)c1C(=O)NC(C)CCc1ccccc1 (stereo not drawn)	-11%	0	?	?	-7%	-20%	-14%
O=[N+]([O-])c1cc(-c2nc(-c3ccccc3)no2)ccc1NCCc1ccccc1	·	-14	·	·	·	7%	-5%
CC(=O)Nc1ccc(C2(C(=O)NCc3cc(F)cc(F)c3)CCCCC2)cc1	i	20	-14%	-13%	-3%	-6%	-19%
O=C(O)C1CCc2nnc(C3CCN(C(=O)c4ccc(F)cc4)C3)n21 (stereo not drawn)	-3%&-12%	-8&-4	1%&0%	0%	·	4%&2%	-7%&5%
CS(=O)(=O)N1CCN(C(=O)c2cccs2)C[C@H]1C(=O)N[C@H]1CCCNC1=O	i	13	i	-5%[172 µM]	-1%[172 µM]	5%[87.6 µM]	-4%[87.6 µM]
CC1CCCN(C(=O)c2cc3c(s2)CCN(C(=O)c2ccc(Cl)cc2)C3)C1 (stereo not drawn)	-15%	11	?	45µM*	-12%	-25%	-6%
COCCCn1c(-c2ccc(S(=O)(=O)N3CCOCC3)cc2)csc1=Nc1ccccc1	·	2	·	·	·	-20%	-1%

Brought forward from above: three compounds, followed by the next part.
SMILES	GPT2 inhibitor	IP6K1 inh	3T3 cytotox	HEK293 tox	Luciferase inh	SNCA viab count	SNCA expr inhib
CS(=O)(=O)N1CCN(C(=O)c2cccs2)C[C@H]1C(=O)N[C@H]1CCCNC1=O	i	13	i	-5%[172 µM]	-1%[172 µM]	5%[87.6 µM]	-4%[87.6 µM]
CC1CCCN(C(=O)c2cc3c(s2)CCN(C(=O)c2ccc(Cl)cc2)C3)C1 (stereo not drawn)	-15%	11	?	45µM*	-12%	-25%	-6%
COCCCn1c(-c2ccc(S(=O)(=O)N3CCOCC3)cc2)csc1=Nc1ccccc1	·	2	·	·	·	-20%	-1%
Cc1cccc(NC(=O)c2ccc3snnc3c2)c1	·	-3	·	·	·	-9%	88%[activator]
Cc1cc(Nc2cc(Cl)ccc2C)n2nc(Cc3ccccc3)nc2n1	·	8	·	·	·	?	18%
Cc1cccc(OCCc2noc(C3CCCCN3Cc3cccnc3)n2)c1 (stereo not drawn)	i	37	?	?	4%	-1%	16%
O=C(NCC(F)(F)F)C1CCN(C(=O)c2ccc(-c3cncnc3)cc2)CC1	·	16	-28%	5%	·	·	·
O=C(O)Cc1cn([C@@H]2OC[C@@H](O[C@@H]3O[C@H](CO)[C@@H](O)[C@H](O)[C@H]3O)[C@H](O)[C@H]2O[C@@H]2O[C@H](CO)[C@@H](O)[C@H](O)[C@H]2O)c2ccccc12	i	3	·	·	·	16%[23.9 µM]	·
COc1c(C)c(C(=O)c2ccc(N)c(C(=O)O)c2)n2ccccc12	?	-16&-8	·	·	·	?	·
CCCn1c(C)cnc1CC1CCN(C(=O)CC(C)C)C1 (stereo not drawn)	i	-3	-5%	0%	6%	10%	-20%
CNCc1ccccc1OC(F)(F)F	1%[88.5 µM]	-8	-10%[138 µM]	-8%[172 µM]	·	2%[87.6 µM]	?
CCc1cc(N2CCOC(c3ccc4cc(OC)ccc4c3)C2)nc(C)n1 (stereo not drawn)	0%	0	?	35µM*	-15%	-2%	17%
Cc1ccc(C(CC(=O)N2CCC(C)CC2)c2cn(C)c3ccccc23)cc1 (stereo not drawn)	-6%	9	-26%	-15%	-13%	?	6%
O=C(CNC(=O)c1ccc(-c2cnc3ccccc3c2)cc1)NCCc1cccc(F)c1	1%	7	-18%	i	·	-14%	?
CC(C)c1nc(CCNC(=O)c2ccc(C3CCNC3)cc2)cs1 (stereo not drawn)	i	2	-19%	-8%	-22%	-24%	-23%
